Rtt109 Vps75: C. albicans Rtt109 histone acetyltransferase inhibition; purified Rtt109/Vps75, ThioGlo CoA-SH fluorescence, 4 h; inhibition, % at 34.9 µM; 330,000 compounds, 0.16% hits;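 active = inhibition of at least 50% in every replicate; inconclusive = best replicate reaches 50% inhibition but some replicates fall short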
cardiac RTF act: cardiac RTF calcium sensitization; 340,000 compounds, 0.24% hits; activation, % at 7.2 µM; IANBD-labeled TnC RTF fluorescence at EC20 calcium; 0% EC20 calcium, 100% full calcium; P19429+P45379;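 active = activation above the mean over all tested compounds plus 3 SD, cut at about 30% in these data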;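 also: rise in fluorescence read as greater calcium sensitivity of cardiac thin filaments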
LANA DNA inh: blocks KSHV LANA C-terminal domain binding to DNA | AID 504423 | MBP-C-LANA/FAM-LBS DNA binding, fluorescence polarization | 340,000 compounds, 0.078% hits | inhibition, % at 9 µM;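 active = highest replicate inhibition at or above 60% at 9 µM, even if other replicates fall short; inactive = all replicates below 60% inhibition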;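 also: 0% = neutral control wells and 100% = 4 µM acridine orange control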
RTF Ca sens inh: cardiac RTF calcium desensitization | P19429+P45379 | IANBD-labeled cardiac RTF, Ca2+ fluorescence | inhibition, % at 7.15 µM | 340,000 compounds, 0.12% hits;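 active = inhibition above the mean inhibition of all tested compounds plus 3 SD, cut at about 17% in these data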;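 also: assay run at fixed EC70 calcium of 1.6 mM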
Keap1-Nrf2 PPI: inhibitors of human Keap1-Nrf2 protein-protein interaction. 340,000 compounds, 0.15% hits. inhibition, % at 9.4 µM. Keap1 Kelch-Nrf2 peptide fluorescence polarization, 1536-well. AID 504523; in the data active = inhibition above about 12%; inconclusive = no clear call, values can overlap the other calls; inactive = below about 7.3%;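 also: human Keap1 Kelch domain with fluorescein labeled Nrf2 9mer peptide probe; 0% = neutral control wells and 100% = peptide positive control; higher means more block of Keap1 binding to Nrf2 peptide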
Target sequence (Q14145 whole entry, looked up, the tested form may be a part): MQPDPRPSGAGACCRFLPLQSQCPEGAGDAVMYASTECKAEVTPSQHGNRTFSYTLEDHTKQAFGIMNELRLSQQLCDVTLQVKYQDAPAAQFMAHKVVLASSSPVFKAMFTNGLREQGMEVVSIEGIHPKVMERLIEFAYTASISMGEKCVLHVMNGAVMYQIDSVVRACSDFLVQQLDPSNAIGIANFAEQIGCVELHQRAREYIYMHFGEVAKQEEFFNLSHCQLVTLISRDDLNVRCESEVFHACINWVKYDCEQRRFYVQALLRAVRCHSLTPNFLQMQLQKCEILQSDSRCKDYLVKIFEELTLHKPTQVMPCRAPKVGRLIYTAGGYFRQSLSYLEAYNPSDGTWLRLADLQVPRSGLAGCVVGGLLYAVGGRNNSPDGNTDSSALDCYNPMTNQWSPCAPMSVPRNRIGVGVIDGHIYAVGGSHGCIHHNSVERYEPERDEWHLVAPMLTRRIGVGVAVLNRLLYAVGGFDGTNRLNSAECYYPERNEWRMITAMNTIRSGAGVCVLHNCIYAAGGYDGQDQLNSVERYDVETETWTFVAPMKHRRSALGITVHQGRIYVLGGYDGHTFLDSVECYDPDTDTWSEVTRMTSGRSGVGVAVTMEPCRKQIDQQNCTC
NSD2 HMT inh: blocks human histone methyltransferase NSD2. O96028. NSD2 peptide methylation, AlphaScreen, 120 min. inhibition, % at 12.5 µM. 310,000 compounds, 0.54% hits; in the data active = inhibition above about 50%
SUMO Mot1 rescue: SUMOylation pathway inhibition by Mot1-301 growth rescue; S. cerevisiae Mot1-301 growth rescue, ATP luminescence, 38.5C; percent above DMSO median, 100 means doubled; growth rescue, % at 18.8 µM; 320,000 compounds, 1% hits; AID 2716;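 active = every valid replicate shows activation above 250% relative to neutral control wells; inactive = the rest, any valid replicate at or below 250%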;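 also: OY570 slx delta 5 strain wells were the positive control but not used for scaling; some compounds called inactive have numbers as strong as hits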
dFosB act: mouse delta FosB homodimer activation; activation, % at 25 µM; 340,000 compounds, 0.99% hits; purified delta FosB, TAMRA-CDK5 oligo fluorescence polarization; percent of positive-control signal above neutral wells;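 active = mean activation above about 17%, with every replicate also reaching it, limit read from the data, passing the limit was not always enough; inconclusive = only one of the two conditions met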;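 also: fluorescence polarization rise as delta FosB binds a TAMRA Cdk5 AP-1 oligo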
Target sequence (P13346 whole entry, looked up): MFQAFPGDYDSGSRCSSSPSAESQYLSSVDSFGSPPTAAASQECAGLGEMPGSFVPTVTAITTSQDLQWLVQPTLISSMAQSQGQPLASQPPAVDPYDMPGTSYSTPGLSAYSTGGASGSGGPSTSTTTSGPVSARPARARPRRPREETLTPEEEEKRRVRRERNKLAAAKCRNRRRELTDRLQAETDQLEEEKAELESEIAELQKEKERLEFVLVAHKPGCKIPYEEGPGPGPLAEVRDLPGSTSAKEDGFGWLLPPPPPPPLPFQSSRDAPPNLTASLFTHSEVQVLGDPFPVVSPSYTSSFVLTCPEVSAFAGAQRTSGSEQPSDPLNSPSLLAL
PvdQ inh: blocks Pseudomonas aeruginosa PvdQ acylase activity; purified PvdQ acylase, fluorescence plate reader; inhibition, % at 10 µM; 340,000 compounds, 0.063% hits; AID 488965; in the data active = inhibition above about 30%, passing the limit was not always enough; inconclusive = no clear call, values can overlap the other calls;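 also: 0% = vehicle neutral wells and 100% = reference inhibitor wells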
CDK5 p35 inh: CDK5/p35 (human) kinase inhibition. 330,000 compounds, 0.01% hits. Recombinant CDK5/p35, ADP-Glo luminescence, 60 min. inhibition, % at 10 µM. AID 488839. Q00535+Q15078;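 active = highest replicate inhibition of at least 50% and at least 75% of replicates reaching 50%; inconclusive = only one of the two criteria met; inactive = both criteria failed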;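 also: plate controls were DMSO neutral control for no effect and GW8510 at 10 µM for full effect; many of its hits are not listed in these tables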
PfHsp90 set2: inhibits growth of yeast expressing Plasmodium falciparum Hsp90 | S. cerevisiae expressing PfHsp90, BacTiter-Glo ATP, 48 h; yeast lacking PDR1 and PDR3 efflux regulators | inhibition, % at 9.4 µM | 310,000 compounds, 0.32% hits | AID 504621;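 active = every replicate shows inhibition above about 80%, whatever the replicate mean, limit read from the data; inconclusive = mean inhibition reaches the set limit but some replicate falls short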;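 also: 0% = DMSO neutral controls and 100% = 20 µM radicicol positive controls; yeast relying on Plasmodium falciparum Hsp90 in place of its own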
Starred values were filed as active, the others as inactive; u = inconclusive; x = not tested or not shown.

Molecule	Rtt109 Vps75	cardiac RTF act	LANA DNA inh	RTF Ca sens inh	Keap1-Nrf2 PPI	NSD2 HMT inh	SUMO Mot1 rescue	dFosB act	PvdQ inh	CDK5 p35 inh	PfHsp90 set2
Cc1onc(-c2c(Cl)cccc2Cl)c1C(=O)NC(=S)Nc1sc2c(c1C(N)=O)CCC(C)C2 (stereo not given)	16	4	0.9	5	-1	5	89	u	9	-0.1	-2
CCOC(=O)Nc1c(C(=O)OC)[nH]c2cc(OC)ccc12	0	4	-1.7	-1	4	-3	-9	-2	-2	-0.7	-26
CCC(C(=O)O)N1C(=O)/C(=C/C(C)=C/c2ccccc2)SC1=S (stereo not given)	3	-7	-0.5	-9	-5	7	-9	-4	0	0.2	-52
O=C(NCCN1CCOCC1)C(=O)NCc1ccc2c(c1)OCO2	0	1	0.3	-9	-2	5	-2	6	-6	0.2	19
COCCN(CC(=O)NCC1CCCO1)C(=O)CCC(=O)Nc1ccccn1 (stereo not given)	9	7	1.3	-2	2	-13	7	-9	-12	-5.3	-1
O=C(Nc1cc2c3c(c1)CC(=O)N3CCC2)c1ccc(Br)o1	2	-7	0.2	-10	5	10	-8	-9	-11	-6.3	9
CCOc1ccc(NC(=O)CSc2nnc(Cn3cnc4ccccc43)n2C)cc1	1	0	1.9	-10	-4	x	13	-3	-17	0.4	-3
Cc1nonc1CN(C)C(=O)c1ccc(OC2CCN(C(=O)c3cccnc3)CC2)cc1	4	6	-1.0	-8	-1	-3	-1	-14	-8	0.1	-13
COc1ccc(CCC(=O)NCc2cccc(C(F)(F)F)c2)cc1	-3	-4	-2.4	5	0	0	2	8	3	1.5	0
O=C1COc2ccc(C(=O)COC(=O)c3cnc(Cl)c(Cl)c3)cc2N1	-8	0	1.2	-5	3	-2	14	-1	-11	-1.9	9
Cc1cc(/C=C(\C#N)C(=O)NCc2cccs2)c(C)[nH]1	-4	3	1.6	-3	0	1	-23	6	3	-1.0	-8
CCN1CCN(c2ccc(S(=O)(=O)N3CCCCC3)cc2NC(=O)Cc2ccc(OC)cc2)CC1	2	-4	-1.3	6	-2	1	-7	-5	-11	0.9	7
Cc1c(Cl)cccc1NC(=O)CNC(=O)CCCc1nc2ccccc2c(=O)[nH]1	x	3	x	-6	x	-1	x	5	12	2.3	-3
O=C(NCc1ccccc1)c1ccc(Cl)c(S(=O)(=O)N2CCCC2)c1	0	-1	2.2	1	1	-1	-7	-13	-6	0.7	21
Cc1cc(C)cc(NC(=O)C2CC3CCC2C3)c1 (stereo not given)	2	8	-0.1	-1	-1	-12	-17	-3	-11	0.3	7
O=[N+]([O-])c1ccc(CSc2nnc(-c3cccnc3)o2)cc1	12	-3	0.1	-2	0	14	3	-7	3	-0.2	30
COc1cccc(OCCCn2cc(/C=C3/C(=N)N4C=C(C)SC4=NC3=O)c3ccccc32)c1	-12	27	43	-26	-2	0	-2	14	-8	0.0	-1
CC(C)c1ccc(C2(C)NC(=O)N(CC(=O)N3CCN(C(=O)c4cccs4)CC3)C2=O)cc1 (stereo not given)	2	-5	-0.1	-8	0	-1	-2	0	5	-0.3	-7
CC1CC1c1ccc(/C=C(\C#N)C(=O)Nc2cccc(Cl)c2Cl)o1 (stereo not given)	-1	19	0.9	-10	-7	0	-15	-7	-12	-0.7	-7
CC(C)C[C@H]1CN=C(Nc2ccccc2)N1CCC1CCCC1	5	6	0.6	12	-1	x	2	-7	-2	-0.5	11
COCCn1c(SCC(=O)NC2CCCCC2)nc2c(c1=O)SCC2	-9	2	-2.1	-9	-3	0	-15	-5	-1	-0.8	-14
NS(=O)(=O)c1ccc(NCc2ccccc2OCc2ccc(F)cc2)cc1	5	-2	-4.4	1	4	2	-4	-7	-1	-0.8	x
Cc1ccc(NC(=O)C2CC(=O)N(c3ccc4c(c3)OCCO4)C2)cc1S(=O)(=O)N1CCCCCC1 (stereo not given)	-1	-1	-1.5	-4	6	-1	-11	-14	-1	0.9	-8
CCOC(=O)C1CCN(C(=O)c2cc3cc4ccc(OC)cc4nc3o2)CC1	-8	-7	0.0	3	-3	-2	1	-32	-4	0.3	-9
O=C(CC(O)c1ccncc1)c1ccccc1O (stereo not given)	-11	2	0.5	-16	-3	0	x	1	-9	1.0	-6
C[C@@H](OC(=O)N(C)Cc1ccccc1)[C@H]1O[C@]2(C)CCCC[C@H]1O2	4	8	2.1	-10	4	x	-16	7	15	0.3	-11
O=C(NCCOc1ccc(F)cc1)C1CCN(S(=O)(=O)c2ccccc2)CC1	-3	-1	1.8	0	-4	0	1	-15	-6	0.3	6
Clc1cccc(Sc2ccc(-c3ccccn3)s2)c1	-6	-7	-0.6	-4	-2	-4	-1	0	-10	0.2	6
Cn1c(=O)n(CC(=O)NC2CCCCC2)c(=O)c2ccccc21	6	-2	-1.9	2	-1	0	-3	-1	0	-0.2	-4
FC(F)Oc1ccccc1NC(=S)Nc1cccnc1	-3	3	-2.0	-8	-2	-2	x	-5	-8	-1.0	1
Cc1ccc(C(C)NC(=O)c2c(-c3ccccc3)noc2C)cc1C (stereo not given)	-2	-3	1.5	-2	1	-2	-4	-14	-8	1.0	14
Cc1ccc2c(c1)NC(=O)C(CC(=O)NCCCN1CCCCC1C)O2 (stereo not given)	6	2	1.0	-1	-2	x	2	-6	0	0.2	-26
COCCOc1ccc(C(F)(F)F)cc1NC(=O)COC(=O)C1=COCCO1	49	-4	0.2	-2	1	0	4	-5	9	-0.5	x
O=C(CNCc1ccco1)Nc1cccc(S(=O)(=O)N2CCCCC2)c1	4	-3	-4.8	5	-1	3	-15	-6	-15	0.5	28
Cn1c(N2CCN(C(=O)NC34CC5CC(CC(C5)C3)C4)CC2)nc2ccccc21	-6	4	0.7	3	-3	0	-3	2	-14	0.5	x
COc1cccc(C(=O)NC2C(=O)N3C(C(=O)O)=C(COC(C)=O)CSC23)c1 (stereo not given)	5	0	0.9	6	-2	19	5	1	-4	0.6	15
Cc1cccnc1NC(=O)Nc1cccc(Cl)c1	-1	-4	0.2	-3	-3	-2	9	-3	-15	-0.3	-12
COC(=O)c1ccc(NC(=O)c2cccc(C)c2[N+](=O)[O-])cc1	x	-7	-1.2	9	3	3	29	4	6	-1.4	21
CC(C)c1ccc(C(=O)NCc2ccc(Cl)cc2)cc1	-2	-2	-0.5	12	-1	9	21	0	6	1.4	3
CNC(=S)N(CCc1c(C)[nH]c2ccc(Cl)cc12)Cc1cccnc1	8	-1	-3.1	6	-3	1	0	-1	2	0.3	22
Cc1ccc(S(=O)(=O)N2CCN=C2SCc2cccnc2)cc1	-18	-3	-1.8	-5	-6	-3	x	-9	-16	-3.4	-81
Nc1cc(=O)[nH]c(SCC(=O)NC2CCCCCCC2)n1	x	-4	-0.9	-6	-6	-2	-4	-3	5	1.7	-24
CCN(C(=O)CSc1nc2nc(C)cc(C)n2n1)c1ccccc1	-3	9	0.9	-1	0	-6	-3	-7	-6	-0.1	-13
CC(C)(C)OC(=O)NCC(=O)NNC(=O)C(C(=O)OCc1ccccc1)c1ccccc1 (stereo not given)	1	10	1.3	-18	-8	x	-10	-8	-7	-0.2	-10
COc1ccc(O)c(C=Nc2cc(NC(C)=O)c(Cl)cc2Cl)c1	3	0	3.8	-10	0	-2	10	4	-20	0.4	10
CCCOc1ccc(S(=O)(=O)N2CCCC2)cc1[N+](=O)[O-]	-2	6	-2.1	-1	5	-1	-3	3	-4	-0.5	-7
COc1ccc(NC(=O)COC(=O)CCC(=O)c2cccs2)cc1OC	5	3	-0.4	-1	-6	3	1	-18	-6	-3.2	15
O=C(O)c1ccc(NC(=O)c2cccc(S(=O)(=O)Nc3ccc(C(=O)O)cc3)c2)cc1	1	-5	6.9	0	3	2	5	3	-11	-0.2	-14
COc1c(Cl)cc(C(=O)Nc2ccccc2C(=O)O)cc1Cl	17	-1	2.5	-1	0	2	-2	-32	-7	-0.2	7
CCC(=O)Nc1ccc(NC(=S)NC(=O)Cc2ccccc2)cc1	-5	0	0.6	-4	5	-5	14	0	-1	-0.8	-5
O=C(CSCc1ccccc1)Nc1cc([N+](=O)[O-])ccc1F	-7	6	0.1	-14	-3	-2	0	-7	-12	-0.5	-33
CN(Cc1cc(Cl)cc(Cl)c1O)Cc1c(O)ccc2ccccc12	-1	3	1.3	-1	-4	0	x	-7	-16	-0.2	-23
CCC(C)NC(=O)Cn1nc(Cc2ccncc2)c2ccccc2c1=O (stereo not given)	-13	5	1.4	-14	-1	-1	-18	-2	-11	0.8	5
Cc1ccc(C)c(C(=O)COC(=O)c2ccccc2N2C(=O)C3C4CCC(C4)C3C2=O)c1 (stereo not given)	-1	-1	0.6	-2	-4	1	357	-3	-13	3.5	-6
O=C1CCCc2ccccc2N1Cc1ccc(Cl)cc1	-4	-5	4.6	-4	4	-3	33	-8	-16	-0.9	3
Cc1nc(NC(=S)Nc2ccccc2)sc1C	3	-2	-0.4	3	-1	1	-22	1	-5	1.2	-15
Cc1nc(N2CCN(c3ccccn3)CC2)c2c(C)c(C(=O)Nc3ccccc3F)sc2n1	41	-1	1.3	-5	2	x	639	-1	11	-2.1	-7
Cc1cc2c(cc1S(=O)(=O)Nc1ccc(OC(F)(F)F)cc1)OCC(=O)N2	5	7	-0.5	-2	1	-3	x	-15	-9	-1.4	5
O=C(CCCn1cnc([N+](=O)[O-])n1)Nc1ccc(Cl)cc1Cl	-2	1	-0.5	9	-3	-2	3	-2	9	-0.9	-7
O=c1[nH]c(NCCO)nnc1Cc1ccccc1	-14	2	-0.5	3	1	-1	194	6	-7	0.4	-3
O=C(c1ccc(CNS(=O)(=O)c2cccc(Cl)c2)cc1)N1CCCC1	-6	1	-1.0	-3	-2	1	-12	-3	0	-0.7	20
O=C(O)C(Cc1ccccc1)NS(=O)(=O)c1ccc(Cl)cc1 (stereo not given)	3	-6	-1.2	11	-1	-2	7	-2	-6	0.3	16
N#CC(c1ccc(Cl)cc1)c1ccc2c(C(F)(F)F)cc(C(F)(F)F)nc2n1 (stereo not given)	-8	1	-0.3	-17	-2	x	-37	-13	-15	3.1	-12

Bioassay records from PubChem.
